RGS8-Gao reg: RGS8-Galphao binding modulators, primary screen, biochemical, multiplexed bead flow cytometry. Guanine nucleotide-binding protein G(o) subunit alpha (Homo sapiens), P09471. actives lie on both sides. response (percent of control binding), % at 10 µM. 0.34% of 220,000 active; in the data active = response below about 60% or above about 140%; inactive = in between;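 note: Galphao activated as the GDP aluminium fluoride complex binding bead-coupled RGS8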
Target sequence (P09471 whole entry, looked up): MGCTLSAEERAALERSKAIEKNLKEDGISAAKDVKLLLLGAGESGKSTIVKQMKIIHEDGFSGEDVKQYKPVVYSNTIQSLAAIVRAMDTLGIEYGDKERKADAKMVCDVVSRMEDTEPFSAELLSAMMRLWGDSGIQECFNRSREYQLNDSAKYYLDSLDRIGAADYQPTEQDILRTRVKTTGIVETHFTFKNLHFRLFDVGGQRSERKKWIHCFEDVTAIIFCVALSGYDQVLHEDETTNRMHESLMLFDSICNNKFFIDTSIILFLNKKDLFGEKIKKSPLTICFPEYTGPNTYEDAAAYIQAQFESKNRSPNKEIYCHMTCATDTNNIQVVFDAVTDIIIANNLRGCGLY
Avidin fluor: green autofluorescence of compounds with avidin beads – biophysical, 488/530 nm, flow cytometry, artefact control, profiling panel. AID 1775, 2009. compound fluorescence 488/530 nm; active compounds read high. 0.38% of 220,000 active. fluorescence (KMESF) at 10 µM; in the data active = fluorescence above about 47; note: inactives centre near 10
RGS7-Gao reg: RGS7-Galphao binding modulators, primary screen, biochemical, multiplexed bead flow cytometry; actives lie on both sides; binding response (% of control), % at 10 µM; 0.35% of 220,000 active; AID 1439, 2008; in the data active = binding response below about 49% or above about 150%; inconclusive = no clear call, values can overlap the other calls; inactive = in between;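 note: fluorescent Galphao held in activated GDP-AlF4 state binding bead-coupled RGS7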
ABCG2 inh: ABCG2 efflux pump inhibitors, primary screen, multiplex with ABCB1, IgMXP3 cells, flow cytometry; inhibition, % at 6.6 µM; 0.1% of 190,000 active; Broad substrate specificity ATP-binding cassette transporter ABCG2 (Homo sapiens), Q9UNQ0; JC-1 efflux; AID 1325, 2008;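 active = inhibition above 80%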;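 note: 0% = DMSO and 100% = nicardipine control wells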
Target sequence (Q9UNQ0 whole entry, looked up): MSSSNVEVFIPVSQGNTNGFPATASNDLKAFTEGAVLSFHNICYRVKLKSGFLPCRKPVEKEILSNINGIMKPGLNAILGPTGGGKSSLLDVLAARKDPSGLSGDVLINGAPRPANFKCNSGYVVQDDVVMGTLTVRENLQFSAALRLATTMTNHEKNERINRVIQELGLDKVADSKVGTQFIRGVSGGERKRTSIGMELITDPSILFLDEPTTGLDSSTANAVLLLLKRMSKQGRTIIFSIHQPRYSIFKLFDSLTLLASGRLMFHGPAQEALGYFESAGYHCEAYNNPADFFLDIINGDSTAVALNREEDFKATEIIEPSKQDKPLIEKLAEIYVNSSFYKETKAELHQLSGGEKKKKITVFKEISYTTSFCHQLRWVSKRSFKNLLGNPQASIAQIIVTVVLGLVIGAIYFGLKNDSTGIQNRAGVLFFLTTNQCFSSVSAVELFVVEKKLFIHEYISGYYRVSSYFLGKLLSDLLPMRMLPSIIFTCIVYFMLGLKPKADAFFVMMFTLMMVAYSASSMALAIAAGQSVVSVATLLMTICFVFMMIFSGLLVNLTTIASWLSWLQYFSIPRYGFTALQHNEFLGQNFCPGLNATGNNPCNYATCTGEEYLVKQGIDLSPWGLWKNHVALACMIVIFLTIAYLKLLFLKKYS
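Test system: IgMXP3 (ABCG2) plus far-red-tagged CCRF-Adr (ABCB1) cells. Reagent: JC-1 dye as substrate. Timing: 10 min exposure at 25 °C with rotation, no wash. Measured by: flow cytometric JC-1 green MFI at 530 nm. Read-out: percent efflux inhibition, scaled nicardipine 100% to DMSO 0%. Control set: nicardipine and DMSO wells.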
Mcl1-Noxa inh: Mcl-1/Noxa binding inhibitors, primary screen, biochemical, TR-FRET, 1536-well; Induced myeloid leukemia cell differentiation protein Mcl-1 (Homo sapiens), Q07820; TR-FRET Mcl-1/Noxa peptide binding, 2 h; inhibition, % at 21.7 µM; 1.5% of 220,000 active;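 active = compounds that cut the protein-peptide binding signal by more than 50% relative to plate controls in a single-dose test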;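 note: His-tagged Mcl-1 with rhodamine Noxa BH3 peptide and terbium anti-His antibody; 0% = Mcl-1 plus Noxa peptide wells and 100% = peptide-only wells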
RGS4-Gao reg: modulators of RGS4 binding to Galphao, primary screen, biochemical, multiplexed bead flow cytometry. Guanine nucleotide-binding protein G(o) subunit alpha (Homo sapiens), P09471. actives lie on both sides. binding response (% of control), % at 10 µM. 0.33% of 220,000 active; in the data active = binding response below about 49% or above about 150%; inactive = in between;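 note: fluorescent Galphao activated with aluminum fluoride binding bead-coupled RGS4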
ABCB1 inh: ABCB1 efflux pump inhibitors, primary screen, cell-based, multiplex, flow cytometry, ABCG2 counter-screen. ATP-dependent translocase ABCB1 (Homo sapiens), P08183. CCRF-Adr cells, JC-1 efflux. inhibition, % at 6.6 µM. 0.067% of 190,000 active. AID 1326, 2008; in the data active = inhibition above about 40%;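 note: 0% = vehicle and 100% = reference inhibitor; higher value means more JC-1 retained so stronger ABCB1 efflux block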
GSH bead fluor: compound fluorescence on glutathione beads, profiling panel, artefact control, biophysical, 488/530 nm, flow cytometry. GSH beads flow cytometry, compound fluorescence 488/530 nm; active compounds read high. 0.25% of 190,000 active. fluorescence (KMESF) at 10 µM; in the data active = fluorescence above about 89;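 note: glutathione beads carrying GST-tagged Bcl family fusion proteins plus one bare bead set; values are compound well signal with DMSO vehicle wells as background; inactives centre near 16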
Mcl1 Bid PPI: Mcl-1/Bid binding inhibitors, primary screen, biochemical, TR-FRET, 1536-well; Induced myeloid leukemia cell differentiation protein Mcl-1 (Homo sapiens), Q07820; TR-FRET Mcl-1/Bid-Dy647 peptide binding; inhibition, % at 21.7 µM; 0.97% of 220,000 active;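 active = compounds that cut the binding signal by more than half at the single screening dose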;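 note: His-tagged Mcl-1 with europium anti-His antibody binding Bid BH3 peptide; 0% = Mcl-1 plus peptide wells and 100% = peptide-only wells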
Mcl-1 Bim block: inhibitors of Bim peptide binding to Mcl-1, primary screen, biochemical, bead-based flow cytometry, multiplex; inhibition, % at 10 µM; 0.1% of 190,000 active; Bim peptide-Mcl-1 binding; Induced myeloid leukemia cell differentiation protein Mcl-1 (Homo sapiens), Q07820; in the data active = inhibition above about 40%;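 note: 0% = no compound tracer wells and 100% = peptide blocker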
Pf gametocyte: late stage P. falciparum gametocyte viability inhibitors, primary screen, ATP luminescence, HTS. P. falciparum stage V gametocytes, 24 h. inhibition, % at 10.9 µM. 0.065% of 150,000 active. AID 743093, 2013;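 active = inhibition above the mean plus 3 SD of compounds within the control limits, set per campaign, cut at about 38% in these data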;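 note: 0% = DMSO wells and 100% = medium only without gametocytes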
The depositor's hits bear a star; u = inconclusive; x = no result given.

SMILES	RGS8-Gao reg	Avidin fluor	RGS7-Gao reg	ABCG2 inh	Mcl1-Noxa inh	RGS4-Gao reg	ABCB1 inh	GSH bead fluor	Mcl1 Bid PPI	Mcl-1 Bim block	Pf gametocyte
Cc1ccccc1NC(=O)CN1C(=O)N/C(=C\c2ccc(N3CCOCC3)c(F)c2)C1=O	95.8	11	96.2	0.4	10.3	97.9	0.3	26	-26.1	-2.0	-3.4
O=C(COC(=O)c1ccc([N+](=O)[O-])s1)Nc1ccccc1	103.4	15	100.8	14.5	5.4	102.1	0.8	9	6.4	0.0	x
COc1ccc(/C=C(/NC(=O)/C=C/c2ccccc2)C(=O)NCCCCCC(=O)O)cc1	97.8	6	u	x	3.8	94.0	x	x	-18.0	x	-21.2
CCOc1ccc(NC(=O)/C(C#N)=C/c2ccc(N3CCCC3)c(C)c2)cc1	102.1	11	101.2	0.9	16.0	99.6	0.6	15	-33.3	-2.0	x
C/C(=C\c1ccco1)C1C(C#N)=C(N)Oc2n[nH]c(-c3ccc(C)cc3)c21 (stereo not given)	98.1	7	91.3	3.6	34.4	91.7	0.4	41	-46.7	0.0	x
CC(C)c1nnc(NC(=O)CSc2nnc(-c3ccco3)o2)s1	102.3	11	104.1	2.0	4.8	99.9	0.0	17	-30.0	-2.0	x
CCC(=O)Nc1cccc(NC(=O)CSc2nnnn2C2CCCC2)c1	106.0	7	104.9	-1.2	0.1	106.9	-2.2	36	10.6	-2.0	x
CCOC(=O)Nc1ccc(C(=O)/C=C/c2ccccc2)cc1	99.9	8	u	x	13.4	97.4	x	x	-15.5	x	13.9
CCNC(=O)NC(=O)C(C)Oc1ccc(C(=O)OC)cc1 (stereo not given)	103.2	16	107.3	-0.1	6.6	104.9	0.1	28	-7.4	-5.0	x
Cc1cc(NC(=O)CSc2nc3ccccc3n2CC(C)C)no1	99.2	5	97.4	1.1	2.1	95.7	0.7	20	-21.1	0.0	-27.8
CCOC(=O)c1sc(NC(=O)C2C3C=CC(C3)C2C(=O)O)nc1C (stereo not given)	101.5	17	102.8	0.6	-11.4	95.6	0.3	11	-58.4	-1.0	x
COc1ccc(NC(=O)c2ccccc2)cc1NS(=O)(=O)c1ccc(F)cc1	100.6	5	100.7	7.8	25.2	100.0	0.6	16	-57.8	-3.0	x
Cn1cccc1C(=O)NC(=O)COC(=O)c1ccc(O)cc1	104.3	11	100.7	2.8	8.4	96.4	-0.1	21	-45.9	-1.0	x
CCOc1ccc(N2CC(C(=O)N3CCc4ccccc4C3)CC2=O)cc1 (stereo not given)	101.2	13	101.8	9.3	10.1	104.3	-0.6	37	-10.6	-1.0	x
CCN(CCNC(=O)C1CCC(=O)N1Cc1ccc(C)cc1)c1ccccc1 (stereo not given)	98.7	x	98.0	12.8	13.8	101.7	-0.4	13	-61.5	1.0	-10.5
O=C(COC(=O)c1ccc(NS(=O)(=O)c2ccc3c(c2)OCCO3)cc1)NC1CCS(=O)(=O)C1 (stereo not given)	99.1	11	96.8	2.5	12.3	101.4	-0.5	14	-10.3	3.0	-11.7
COCCNC(=O)c1ccc(-n2c(SCc3cccnc3)nc3ccccc3c2=O)cc1	101.6	8	100.0	4.8	-7.6	101.0	7.6	12	-7.0	-2.0	22.1
COC(=O)CN(c1cccc(OC)c1)S(C)(=O)=O	99.2	37	100.6	-4.3	3.3	99.6	-0.1	27	8.7	-4.0	x
Nc1[nH]n2c(=O)c3c(nc2c1N=Nc1ccccc1)CCCC3	99.8	7	102.0	-0.3	-1.2	100.1	-0.4	19	-99.5	13.0	8.8
CCOC(=O)C1CCCN(CC(=O)NC2=Nc3ccccc3N=C(C)C2c2ccccc2)C1 (stereo not given)	102.2	17	103.6	1.3	12.9	100.4	1.9	32	-10.3	-1.0	x
COc1ccc(-n2nc(C(=O)c3cccs3)cc(-c3nc4ccccc4[nH]3)c2=N)cc1	110.3	6	105.9	7.4	-15.5	104.0	0.4	25	1.2	0.0	x
COc1ccc(CNC(=O)CN(Cc2ccccc2)S(=O)(=O)c2ccc(Cl)cc2)cc1	99.7	29	95.9	3.4	-11.2	97.3	2.4	19	5.2	-6.0	-4.4
O=C(NCC(c1cccnc1)N1CCN(c2ccc(F)cc2)CC1)OCc1ccccc1 (stereo not given)	102.9	12	99.9	3.0	10.0	101.0	1.1	10	-55.4	-3.0	x
CCn1ncc(Br)c1C(=O)Nc1cc(C)cc(C)c1	99.6	3	98.9	8.8	4.5	98.9	0.6	6	-9.1	-1.0	x
COCCN(C(=O)Cn1nnc2ccccc21)C(C(=O)NC1CCCCC1)c1ccc(OC)cc1OC (stereo not given)	100.6	22	100.9	2.2	4.5	100.1	1.9	17	4.3	-2.0	-16.3

Going on with the list:
SMILES	RGS8-Gao reg	Avidin fluor	RGS7-Gao reg	ABCG2 inh	Mcl1-Noxa inh	RGS4-Gao reg	ABCB1 inh	GSH bead fluor	Mcl1 Bid PPI	Mcl-1 Bim block	Pf gametocyte
Cc1[nH]c2ccc(C(C)C)cc2c1CC(=O)O	100.5	10	u	x	-16.7	115.0	x	x	-60.3	x	18.1
Cc1nnc(SCCc2ccccc2)[nH]c1=O	101.3	38	99.5	2.5	-7.9	104.9	0.4	10	-1.7	-5.0	7.3
CCOC(=O)CC1=CSC2=NS(=O)(=O)CCN12	98.6	8	99.4	-0.1	74.4*	100.5	0.0	5	-2.9	-4.0	x
O=C(CN1CCc2ccccc21)NC(c1ccccc1)c1ccccc1	78.6	8	94.2	-0.1	-1.8	100.3	-0.2	17	-59.4	-7.0	-8.9
C/C(=N\Nc1ccccc1[N+](=O)[O-])c1ccc(N2CCOCC2)cc1	99.5	11	u	1.8	8.6	98.7	-0.5	10	-34.7	7.0	-11.6
Cc1nc(SCC(=O)Nc2ccc(N3CCOCC3)cc2)nc(C)c1C	99.3	9	99.1	0.2	13.3	98.3	-0.2	71	-61.5	0.0	x
CCN1C(=O)/C(=C/C=C2/Sc3ccccc3N2CCO)SC1=S	99.1	10	u	-10.3	18.7	103.5	-1.7	19	5.4	-1.0	-10.2
CCCCCCCC(=O)NNC(=O)c1c(O)c2ccccc2[nH]c1=O	97.7	7	u	x	-12.0	98.1	x	x	-61.9	x	-26.3
COc1ccc(Cl)cc1-c1csc(N)n1	101.2	5	100.9	0.4	-2.1	100.8	0.0	8	-33.4	-4.0	x
CC(C)CC(=O)NC(=S)Nc1ccc(Cl)cn1	98.4	2	91.4	5.0	-10.2	94.5	0.3	7	-18.7	-2.0	x
CCCCOc1ccc(N2C(=O)CC(NCCc3ccc(S(N)(=O)=O)cc3)C2=O)cc1 (stereo not given)	100.7	6	102.8	15.9	24.8	101.1	-1.8	35	-3.3	-3.0	x
O=C(NCC1CCCO1)c1ccc(CS(=O)(=O)c2ccc(Cl)cc2)o1 (stereo not given)	100.8	11	96.6	1.2	-15.1	98.0	0.7	32	-3.3	0.0	x
CCCNCc1cc(OC)c(OCCC)cc1Cl	103.4	7	97.4	4.4	9.3	97.3	1.0	14	1.9	-4.0	5.4
COC(=O)Cc1ccc(NC(=S)NCCCO)cc1	96.0	11	92.4	0.1	3.7	96.0	0.0	12	-15.0	0.0	-31.7
O=C(N/N=C\c1ccc(OCC(=O)N2CCCC2)cc1)C(=O)Nc1ccccc1F	101.3	3	101.9	-0.2	15.0	103.7	-0.2	6	-7.9	-6.0	6.7
Cc1ccc(-c2csc(NC(=O)c3cccc(S(=O)(=O)N4CCN(C)CC4)c3)n2)cc1	99.6	14	100.5	-3.9	-25.8	100.7	-2.7	25	-29.5	0.0	x
COc1ccccc1C1CCN(C(=S)Nc2ccc(Br)cc2)CC1	100.1	3	u	x	-6.0	103.3	x	x	-28.5	x	-23.3
COCCOC(=O)c1c(C)oc2ccc(OS(C)(=O)=O)cc12	97.5	11	94.4	3.1	10.3	95.8	0.6	12	-10.9	-3.0	31.2
CN1CCN(C2=NCCO2)CC1	100.2	6	u	x	3.9	101.3	x	x	-8.1	x	x
COc1ccc(-c2cc(C(=O)O)c(C)o2)cc1OC	97.5	10	97.8	1.1	3.6	95.7	0.1	8	-38.8	4.0	9.3
COc1ccc(-c2nc(C(=O)O)cs2)cc1OC	102.6	20	101.3	0.6	10.5	100.6	0.2	10	-8.7	0.0	3.5
Cc1cc(=O)[nH]c2c1c(C)nn2-c1ccccc1	99.4	6	104.7	0.1	10.6	105.2	-0.1	23	-3.0	-5.0	-12.4
Cc1ccccc1NC(=O)C1CCCN1C(=O)NC1CCCCC1 (stereo not given)	102.7	8	102.5	2.1	4.5	102.4	0.6	263*	-21.1	-2.0	-9.0
O=C(/C=C/c1ccccc1[N+](=O)[O-])NCC1CCCO1 (stereo not given)	102.3	15	106.6	6.5	10.0	103.0	x	10	-19.8	0.0	14.1
COc1cc(OC)cc(-n2nc(C(=O)N3CC(C)CC(C)C3)c3ccccc3c2=O)c1 (stereo not given)	99.7	7	104.0	9.3	11.2	103.7	4.2	64	2.3	-1.0	x
COc1ccccc1S(=O)(=O)Cc1ccc(C(=O)NCCN2CCCCCC2)o1	97.3	21	100.4	1.6	1.7	91.9	0.2	14	-8.5	-4.0	x
CC(C)[C@H](CO)N(Cc1cccc(F)c1)c1nc(Nc2cccc(Cl)c2)c2ncn(C(C)C)c2n1	106.4	10	u	x	-1.1	114.8	x	x	-22.0	x	x
CCCCCCn1c(SCC(C)C)nc2c1c(=O)[nH]c(=O)n2C	99.8	18	101.6	3.8	9.3	99.8	0.8	11	-25.8	0.0	-12.6
O=C(O)C(Cc1cc(Cl)ccc1Cl)Sc1nc2ccccc2[nH]1 (stereo not given)	103.2	4	u	x	15.5	104.9	x	x	2.1	x	-15.7

Screening results: PubChem BioAssay, several laboratories

Rows were taken by chance. Share with any hit: about 3.3%.
